# IL-1B inflam inh – blocks inflammasome-driven IL-1 beta release | AID 743279 | THP-1 LPS/ATP IL-1B secretion, AlphaLISA, 16 h; stronger effect = lower value | activity change, % at 57.5 µM | 360,000 tested, 4.7% active; in the data active means activity change below about -50%; inconclusive means mostly about -30% to -49%; further: on the % scale 0 is the no-effect control and ±100 the full control effect
#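 Secreted IL-1B measured by AlphaLISA bead assay after 16 h compound exposure of THP-1 cells; compounds (final up to 57.5 uM) added 1 h before LPS (250 ng/mL) and ATP (1.25 mM) stimulation; lower signal means less secretion.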
# ATXN2 expr inh – ATXN2 expression inhibition; Potency, µM (highest dose often 57 µM), for inactives: at the highest dose activity change, negative = inhibition, hits mostly inhibitors; HEK-293 ATXN2-luciferase reporter, luminescence, 24 h; 360,000 tested, 0.72% active; further: potency means the concentration at half of the fitted maximal effect; on the % scale 0 is the no-effect control and ±100 the full control effect; nearly all actives have a fitted effect of over 55% in size
#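 ATXN2-luciferase reporter cells (luciferase flanked by upstream and downstream ATXN2 gene portions) were treated 24 h at 37 °C with compounds at up to 57 uM. SteadyGlo luminescence gave expression; GF-AFC fluorescence gave viability.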
# SW480 rereplic – induces DNA re-replication in SW480 colon adenocarcinoma cells. Potency, µM (doses to about 46.1 µM), without a hit: at the top dose re-replication activation, most hits filed as activators. 340,000 tested, 1.8% active. SW480 DNA re-replication, Hoechst DNA content imaging, 48 h; further: potency means the concentration at half of the fitted maximal effect; % of control where 0% means no effect; nearly all actives have a fitted effect of over 55% in size
#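 SW480 cells exposed to compounds for 48 hr at 37 C, 5% CO2, then Hoechst-stained 40 min. Nuclear DNA content imaged by fluorescence scanning (405 nm excitation, 500-530 nm emission); re-replication scored as increased high-intensity nuclei.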
# KB-3-1 cytotox – KB-3-1 parental cell cytotoxicity. Potency, µM (titrated, usually from 46.1 µM), for inactives: at the highest dose activity change, negative = cytotoxic, most hits filed as cytotoxic. 400,000 tested, 1.4% active. AID 1347075. KB-3-1 viability, CellTiter-Glo ATP luminescence, 72 h; further: potency means the concentration at half of the fitted maximal effect; on the % scale 0 is the no-effect control and ±100 the full control effect; nearly all actives have a fitted effect of over 60% in size
#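 Multi-concentration cytotoxicity screen in KB-3-1 cells grown in DMEM lacking phenol red with 10% FBS. After 72 h at 37 °C with compound, ATP-dependent luminescence was recorded.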
# KB-V1 cytotox – kills drug-selected multidrug resistant KB-V1 cells; KB-V1 MDR cells viability, CellTiter-Glo, 72 h; Potency, µM (highest dose often 46.1 µM), for the others: at the top dose activity change, negative = cytotoxicity, most hits filed as cytotoxic; 400,000 tested, 3.4% active; further: potency means the concentration at half of the fitted maximal effect; on the % scale 0 is the no-effect control and ±100 the full control effect; nearly all actives have a fitted effect of over 60% in size
#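 Potencies derive from concentration-effect curves fitted to normalized luminescence (CellTiter-Glo) of KB-V1 cells treated for 72 h at 37 degrees C in phenol-red-free DMEM containing 10% FBS.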
# ATXN viability – reduces viability in counter-screen for ATXN expression inhibitors; S2 cells (HEK-293 line with an ATXN2-luciferase reporter) viability, CellTiter-Fluor protease fluorescence, 24 h; Potency, µM (titrated, usually from 56.7 µM), usual class: cytotoxic; 400,000 tested, 0.49% active; AID 651635; further: potency means the concentration at half of the fitted maximal effect; nearly all actives have a fitted effect of over 40% in size
# HT1080 IDH1KD tx – toxicity to HT-1080 IDH1 knockdown cells (counter line) | HT-1080 IDH1 knockdown viability, ATP luminescence, 48 h | AID 686971 | 360,000 tested, 2% active | Potency, µM (highest dose often 46.1 µM), inactives show at the highest dose activity, negative = toxicity, usual class: cytotoxic;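 further: potency means the concentration at half of the fitted maximal effect; 0% = DMSO wells and -100% = cell-free medium wells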
#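 Viability of IDH1-knockdown HT-1080 fibrosarcoma cells was assessed by CellTiter-Glo after 48 h at 37 °C with titrated compound; concentration-effect curves were classified by fit quality and response size.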
# MCF10A rereplic – inducers of DNA re-replication in MCF 10A breast cells; 350,000 tested, 2.9% active; Potency, µM (doses to about 46.1 µM), without a hit: at the top dose activity, positive = re-replication, most hits filed as activators; MCF 10A DNA re-replication, Hoechst nuclear intensity, 48 h; further: potency means the concentration at half of the fitted maximal effect; % of control where 0% means no effect; nearly all actives have a fitted effect of over 50% in size
# HT1080NT lethal – kills 2HG-producing HT-1080-NT fibrosarcoma cells. HT-1080-NT fibrosarcoma viability, CellTiter-Glo ATP luminescence, 48 h. Potency, µM (series often up to 46.1 µM), without a hit: at the highest dose activity, negative = less viability, most hits filed as cytotoxic. 360,000 tested, 1.6% active;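 further: NT is the 2HG producing partner of a matched IDH1 knockdown line; potency means the concentration at half of the fitted maximal effect; 0% = DMSO-treated cells and -100% = media-only wells without cells; nearly all actives have a fitted effect of over 55% in size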
#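 HT-1080-NT fibrosarcoma cells (2HG-overproducing), 750 cells/well in RPMI with 5% FBS, dosed after 2 h and incubated 48 h at 37C. CellTiter-Glo luminescence normalized to DMSO and no-cell wells; concentration-response curves fitted and classed.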
# Active calls of the source: *; i = inactive; ? = inconclusive; / = not tested or not shown; & = joins results of further samples; [ ] = remark or other dose. Unless noted, the call rests on the fitted dose curve; in most records, active means well fitted curve in the direction sought with a large enough effect; inconclusive means small, poorly fitted or top-dose-only effect, or another doubt; inactive means no such curve, though single readings can be large; an effect the other way counts as inactive or inconclusive.
# The opening 8 entries, to show the layout:
SMILES,IL-1B inflam inh,ATXN2 expr inh,SW480 rereplic,KB-3-1 cytotox,KB-V1 cytotox,ATXN viability,HT1080 IDH1KD tx,MCF10A rereplic,HT1080NT lethal
Cc1ccc(C)c(NC(=O)Cn2c(=O)n(CCC(C)C)c(=O)c3cccnc32)c1,/,-2%,/,2%,2%,i,/,/,/
CC(C)c1ccc(NC(=O)Nc2nnc([C@@H]3C[C@H](O)[C@@H](CO)O3)s2)cc1,14,12%,/,0%,2%,i,3%,/,0%
COCCCNC(=O)c1ccc2c(c1)N(Cc1ccccc1F)C(=O)c1ccccc1S2=O (configuration not stated),/,3%,/,11%,?,i,/,/,/
N#CC1=C2SCN(c3ccccc3)CN2C(=O)CC1c1c(Cl)cccc1Cl (configuration not stated),-5,-15%,12%,0%&6%,0%&-2%,?,0%,10%,-8%
COc1ccccc1N/N=C(\C#N)C(=N)N1CCOCC1,27,-3%,-5%,-9%,1%,i,2%,-4%,6%
COc1ccccc1N1CCN(S(C)(=O)=O)CC1,-3,-1%,-3%,3%,6%,i,1%[9.24 µM],?,3%
CC(=O)N1CCN(C(=O)c2cccc(S(=O)(=O)N3CCOCC3)c2)CC1,11,-2%,-6%,1%,?,i,19%,0%,0%
CCc1ccn2cc(-c3ccc4c(c3)OCO4)nc2c1,-16,3.5µM*,-2%,?,?,?,13µM*,5%,12µM*

# All compounds of this part, previewed entries included:
SMILES,IL-1B inflam inh,ATXN2 expr inh,SW480 rereplic,KB-3-1 cytotox,KB-V1 cytotox,ATXN viability,HT1080 IDH1KD tx,MCF10A rereplic,HT1080NT lethal
Cc1ccc(C)c(NC(=O)Cn2c(=O)n(CCC(C)C)c(=O)c3cccnc32)c1,/,-2%,/,2%,2%,i,/,/,/
CC(C)c1ccc(NC(=O)Nc2nnc([C@@H]3C[C@H](O)[C@@H](CO)O3)s2)cc1,14,12%,/,0%,2%,i,3%,/,0%
COCCCNC(=O)c1ccc2c(c1)N(Cc1ccccc1F)C(=O)c1ccccc1S2=O (configuration not stated),/,3%,/,11%,?,i,/,/,/
N#CC1=C2SCN(c3ccccc3)CN2C(=O)CC1c1c(Cl)cccc1Cl (configuration not stated),-5,-15%,12%,0%&6%,0%&-2%,?,0%,10%,-8%
COc1ccccc1N/N=C(\C#N)C(=N)N1CCOCC1,27,-3%,-5%,-9%,1%,i,2%,-4%,6%
COc1ccccc1N1CCN(S(C)(=O)=O)CC1,-3,-1%,-3%,3%,6%,i,1%[9.24 µM],?,3%
CC(=O)N1CCN(C(=O)c2cccc(S(=O)(=O)N3CCOCC3)c2)CC1,11,-2%,-6%,1%,?,i,19%,0%,0%
CCc1ccn2cc(-c3ccc4c(c3)OCO4)nc2c1,-16,3.5µM*,-2%,?,?,?,13µM*,5%,12µM*
CC(=O)c1ccc(S(=O)(=O)N2CCN(C(=O)c3ccccc3Cc3ccccc3)CC2)cc1,0,-5%,59%,-1%,-19%,i,-3%,2%,-3%
Cc1ccc(NC(=O)CN(C)C(=O)CSc2nnnn2C)cc1,64,/,-4%,-2%,?,i,-4%,-1%,-4%
Cc1ccc(NC(=O)c2cc(=O)c3ccccc3o2)cc1S(=O)(=O)N1CCCCC1,?,-39%,-2%,?,9.2µM*,i,?,?,-24%
COc1ccc(NC(=O)/C(C#N)=C/c2cccnc2)c(OC)c1,48,4%,2%,6%,?,i,4%,8%,20%
Cc1cccc(S(=O)(=O)NC(=O)C2(C)CCN2C(=O)C2(c3ccc(Cl)cc3)CCC2)c1 (configuration not stated),38,10%,/,0%,4%,i,1%,/,-1%
CC(C)(C)C(=O)Nc1sc2c(c1C(=O)Nc1ccccn1)CCCC2,34,1%,-3%,-4%,-17%,i,-3%,-2%,-5%
CN(C)CC(=O)c1ccc(-c2ccccc2)cc1,-7,-3%,?,0%,?,i,?,?,6%
Cc1cc(C)nc(NS(=O)(=O)c2ccc(-n3cccc3)cc2)n1,19,-7%,-8%,21%,10%,i,4%,0%,5%
CCSc1nnc(NC(=O)CSC2=NCCS2)s1,10,6%,-10%,3%,15%,i,21%,-5%,6%
O=C(Nc1cccnc1)c1ccc(COc2ccccc2Cl)o1,-8,-16%,0%,?,?,i,21µM*,26%,?
CCCN1CCN(c2nc3c([nH]2)c(=N)ncn3CC(O)CO)CC1 (configuration not stated),16,3%,-4%,-1%,14%,i,2%,-2%,0%
COc1cc2c(cc1OC)/C(=C/C(=O)c1ccc(NC(C)=O)cc1)NCC2,?,10%,0%,11%,-7%,?,-6%,-1%,-16%
NS(=O)(=O)c1cccc(NC(=O)CSc2ccccn2)c1,1,40%[activator],-3%,23%,14%,?,20%,3%,28%
COCCOC(=O)c1[nH]c2c(c1C)C(=O)CC(c1cccs1)C2 (configuration not stated),90,/,2.6µM*,1.8µM*,1.5µM*,?,4.6µM*,?,?
COC(=O)C1Cc2ccccc2CN1C(=O)CCl (configuration not stated),-97*,-29%,?,?,?,/,15µM*,?,8.2µM*
CN(C)c1ccc(/C=C(/NC(=O)c2ccccc2)C(=O)NCCCn2ccnc2)cc1,-11,/,-4%,-3%,6%,i,0%,0%,1%
CS(=O)(=O)c1ccc(C(=O)Nc2ccccc2N2CCOCC2)c(Cl)c1,-7,-1%,20%,-3%,-20%,i,10%,-2%,4%
O=C(CSc1ccc(-c2ccccn2)nn1)Nc1ccccc1,i,?,?,-12%,?,i,?,?,-20%
Cc1cc(Cl)c(S(=O)(=O)NCCC(=O)O)cc1OCC(N)=O,0,-3%,-6%,23%,21%,i,1%,3%,-2%
CC1CCCN(C(=O)COc2ccc3c(c2)OCO3)C1 (configuration not stated),-15,22%,5%,5%,-2%,i,1%,-9%,16%
Cn1nnnc1SCC(=O)Nc1nc2c(F)c(F)c(F)cc2s1,40,18%,-4%,?,15%,i,12%,-2%,14%
CCCCSc1nc(O)c(C2OC(=O)c3c2ccc(OC)c3OC)c(=O)n1-c1ccccc1 (configuration not stated),3,-3%,0%,2%,0%,i,-5%,?,-4%
C=C(C)CSc1nc2c(cc1C#N)CCC2,6,0%,-13%,11%,15%,i,-1%,4%,5%
COC(C[C@H](O)C[C@@H](O)[C@@H](C)OCc1ccccc1)OC,10,-4%,-38%[inhibitor],0%,-14%,i,11%,11%,-1%
CCN(CC)S(=O)(=O)c1cc([N+](=O)[O-])ccc1NNC(=O)Nc1ccc(Cl)c(Cl)c1,-67*,?,27%,5.8µM*,?,/,4.1µM*,?,5.8µM*
CCN(C(=O)CN1C(=O)c2ccc([N+](=O)[O-])cc2C1=O)C1CCS(=O)(=O)C1 (configuration not stated),6,5%,-2%,-2%,0%,i,23%,-3%,15%
CCCCn1c(N)c(N(CC(C)C)C(=O)c2ccc(-c3ccc(Cl)cc3)o2)c(=O)[nH]c1=O,?,?,-8%,?,?,?,11%,23µM*,6%
N#Cc1c(C#N)c(SSc2c(C#N)c(C#N)c(N)n2-c2ccccc2)n(-c2ccccc2)c1N,-2,?,?,5%,?,?,6%,-6%,12%
CCc1cc(=O)oc2cc(C)cc(OCC(=O)NCc3ccncc3)c12,0,-3%,2%,21%,5%,i,1%,0%,-7%
Cc1cc2c(=O)n(C)c(SCC(=O)Nc3ccccc3)nc2s1,41,24%,-4%,-10%,?,i,-9%,11%,-9%
Cc1nnsc1-c1onc(C)c1C(=O)Nc1cc(Cl)cc(Cl)c1,?,/,-36%[inhibitor],-27%,16µM*,?,?,12%,?
Cc1nc2c(-c3ccc(F)cc3)c(C)nn2c(C)c1CCC(=O)N1CCOCC1,-4,1%,-6%,-16%,0%,i,1%,1%,5%
CC1CC(NC2=NCCS2)CC(C)(C)C1 (configuration not stated),14,-1%,-5%,4%,12%,i,-2%,-5%,4%
CC12CCC(=O)N1C(C(=O)NCCc1ccc(F)cc1)CS2 (configuration not stated),3,-14%,3%,10%,26%,i,6%,-16%,-3%
Cc1ccc(S(=O)(=O)Oc2ccccc2)cc1,-3,9%,-4%,3%,-3%,i,3%,-2%,2%
CC(C(=O)Nc1ccc([N+](=O)[O-])cc1)N1CCN(C/C=C/c2ccccc2)CC1 (configuration not stated),-77*,-18%,3%,-8%,?,i,-14%,?,-5%
O=C(NCCO)c1c(-c2ccc3c(c2)OCO3)noc1-c1ccsc1,30,6%,1%,0%,0%,i,6%,2%,8%
COc1ccc(-c2cc(C(=O)NCC3CCCO3)on2)cc1OC (configuration not stated),4,9%,-6%,13%,-3%,i,16%,-4%,1%
CC(NC(=O)Nc1ccc(F)cc1)C(c1cccs1)N1CCCC1 (configuration not stated),12,2%,1%,12%,?,i,1%,-3%,3%
CC(C)c1ccc([N+](=O)[O-])cc1S(=O)(=O)N1CCN(C)CC1,-11,-4%,?,8%,6%,i,-2%,1%,-5%
CC1=C(C)C(C)=C(C#N)C(=C(C#N)C#N)N1,/,-14%,22%,4%,1%,/,11%,?,15%
CC[C@@]1(C(=O)OC)N[C@H](CN(C)C(=O)C2CCCCC2)[C@@H]2C(=O)N(Cc3ccccc3)C(=O)[C@@H]21,-5,-3%,?,2%,-14%,i,13%,?,3%

# Rows are unselected (roughly 11% active in at least one column).
